# Bioassay records deposited in PubChem BioAssay by Broad Institute.
# CASP6 VEID inh = human caspase-6 inhibitors, primary screen, biochemical, VEID-R110 fluorescence, single point, set 2. P55212. purified caspase-6, Z-VEID-R110 cleavage fluorescence. inhibition, % at 12.5 µM. hit rate 0.53% among 350,000. AID 686996, 2013;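 active = mean inhibition across replicates at least about 35%, with every replicate also reaching that limit, limit read from the data; inconclusive = only one of the two criteria met; inactive = neither criterion met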;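 also: 0% = median of neutral control wells and 100% = no fluorescence left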
# GSIS activator = GLuc luminescence reporter in INS-1E cells, primary screen for activators of glucose-dependent secretion of insulin; hit rate 0.61% among 370,000; INS-1E GLuc reporter insulin secretion, 2-3 h; AID 743287, 2014; activation, % at 16.6 µM;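 active = lowest replicate activation of at least 40%, so every replicate reaches that level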;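 also: 0% = median of neutral control wells and 100% = median of IBMX positive control wells; some compounds called inactive have numbers as strong as hits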
# RAD52 anneal inh = RAD52 DNA annealing inhibitors, primary screen, biochemical, FRET, single point, set 2; recombinant RAD52 DNA annealing, FRET fluorescence; inhibition, % at 18.7 µM; hit rate 0.46% among 360,000;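 active = every replicate showing at least 50% inhibition; inconclusive = mean inhibition at least 50% but not in every replicate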
# Target sequence (P43351 whole entry, looked up): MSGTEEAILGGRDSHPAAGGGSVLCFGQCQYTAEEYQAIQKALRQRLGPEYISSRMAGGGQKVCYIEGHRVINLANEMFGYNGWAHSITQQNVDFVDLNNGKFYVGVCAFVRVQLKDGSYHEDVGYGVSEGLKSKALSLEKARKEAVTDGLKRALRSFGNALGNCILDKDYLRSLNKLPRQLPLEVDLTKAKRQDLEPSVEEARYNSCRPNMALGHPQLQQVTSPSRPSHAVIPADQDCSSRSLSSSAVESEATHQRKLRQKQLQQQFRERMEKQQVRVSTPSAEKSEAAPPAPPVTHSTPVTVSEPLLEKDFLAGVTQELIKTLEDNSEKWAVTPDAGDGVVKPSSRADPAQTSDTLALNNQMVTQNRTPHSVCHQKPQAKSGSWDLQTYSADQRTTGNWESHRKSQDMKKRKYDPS
# CFTR F508del cor = F508del CFTR correction, initial screen, CFBE line, single point; AID 720511, 2013; hit rate 0.36% among 350,000; activity (quench increase), % at 7.58 µM; CFBE cells, YFP halide quenching; stimulated with forskolin plus potentiator P3; % fluorescence drop versus neutral controls;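 active = mean added fluorescence quench of at least 8% versus neutral control, with both replicates also reaching 8%; inconclusive = only one of the mean or replicate conditions met; inactive = mean below 8% and not both replicates reaching 8%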;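 also: cells transiently co-express mutant CFTR-F508del with the halide-sensitive YFP; corrector assay measuring rescue of mutant channel to the surface after 24 h compound exposure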
# E-selectin induc = E-selectin induction in HUVECs, primary screen, imaging, HUVEC, immunofluorescence imaging, single point. hit rate 0.37% among 260,000. P16581. normalized: neutral wells 0, TNF-alpha wells 100. activation, % at 7.58 µM;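 active = mean E-selectin-positive cell signal at least 10% of the positive control, reached in at least 60% of replicates, without over 20% cell loss; inconclusive = no rule given, readout overlaps actives, possibly toxicity-flagged; inactive = the rest, including those meeting only one limit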;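 also: in these data hits start at about 27%; measured in HUVEC primary endothelial cells; signal is the percent of cells scored E-selectin positive by PE staining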
# Target sequence (P16581 whole entry, looked up): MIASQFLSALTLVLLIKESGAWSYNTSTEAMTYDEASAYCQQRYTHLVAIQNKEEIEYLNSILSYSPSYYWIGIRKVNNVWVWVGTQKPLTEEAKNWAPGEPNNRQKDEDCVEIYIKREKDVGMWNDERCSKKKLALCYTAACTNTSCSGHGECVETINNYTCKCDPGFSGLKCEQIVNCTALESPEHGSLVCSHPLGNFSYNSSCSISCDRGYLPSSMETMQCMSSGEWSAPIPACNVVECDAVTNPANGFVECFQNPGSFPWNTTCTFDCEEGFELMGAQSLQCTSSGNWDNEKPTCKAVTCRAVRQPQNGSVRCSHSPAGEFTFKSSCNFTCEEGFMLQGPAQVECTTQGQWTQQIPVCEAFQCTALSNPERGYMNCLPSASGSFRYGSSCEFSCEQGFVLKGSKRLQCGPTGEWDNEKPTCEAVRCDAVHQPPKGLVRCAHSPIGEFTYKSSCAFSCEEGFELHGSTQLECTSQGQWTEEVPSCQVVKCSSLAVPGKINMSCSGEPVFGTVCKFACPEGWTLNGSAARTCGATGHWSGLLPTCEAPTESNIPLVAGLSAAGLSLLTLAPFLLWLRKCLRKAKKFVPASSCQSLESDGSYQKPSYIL
#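 Test system: HUVEC; input: 3,000 HUVEC/well; measured by: immunofluorescence imaging; read-out: % PE-positive cells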
# DENV2 CPE = inhibitors of DENV2 cytopathic effect, primary screen, cell-based, plate reader, single concentration; DENV2-infected cells, cytopathic effect rescue; CPE inhibition, % at 9.99 µM; hit rate 1.7% among 350,000; AID 651640, 2012; in the data active = CPE inhibition above about 20%, passing the limit was not always enough; inconclusive = no clear call, values can overlap the other calls; tested in BHK-21 cells;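 also: 0% = median of neutral control wells and 100% = median of positive control wells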
# RAD54 inh = inhibitors of human RAD54 branch migration, primary screen, biochemical, fluorescence, single point; DNA repair and recombination protein RAD54-like (Homo sapiens), Q92698; hit rate 0.14% among 360,000; RAD54 Holliday junction branch migration, FAM/BHQ fluorescence; inhibition, % at 10.4 µM;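 active = mean normalized replicate activity at least 40 and at least half of replicates scoring 40 or more; inconclusive = only one of the two criteria met; inactive = mean below 40 and under half of replicates reaching 40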;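 also: 0% = median of neutral control wells and 100% = median of positive control wells; inhibitors cause a drop in the FAM fluorescence signal; in these data hits start at about 50%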
# XiGFP reactiv = activators of inactive X chromosome reactivation, primary screen, imaging, XiGFP fibroblasts, GFP high-content imaging, set 2 | AID 743238, 2013 | hit rate 0.055% among 360,000 | XiGFP mouse fibroblasts, % GFP-positive cells imaging, 3 d; cells co-treated with 5-aza-dC sensitizer; scaled so ellipticine positive control = 100% | activation, % at 7.58 µM;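 active = mean normalized replicate activation at least 10% and every replicate at or above 10%; inconclusive = only one of the two criteria met; inactive = mean below 10% and not all replicates reach 10%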;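 also: 0% = median of on-plate neutral control wells and 100% = ellipticine 6 µM median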
#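 Material: XiGFP fibroblasts, SV40-immortalized. Buffer or medium: DMEM plus 5-aza-dC sensitizer. Compound: single concentration per compound, delivered by pin transfer. Times: 3 days compound exposure. Controls: ellipticine 6 µM.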
# * hit, by the source's call; ? = inconclusive; nt = not tested or not shown.
Molecule	CASP6 VEID inh	GSIS activator	RAD52 anneal inh	CFTR F508del cor	E-selectin induc	DENV2 CPE	RAD54 inh	XiGFP reactiv
C[C@@H]1CCCCO[C@H](CN(C)Cc2ccncc2)[C@@H](C)CN([C@H](C)CO)C(=O)c2cc(NS(=O)(=O)c3cccs3)ccc2O1	0	14	3	-3.3	-0.1	-6	13	0.1
CO[C@@H]1CN(C)C(=O)c2ccc(NC(=O)Nc3ccccc3)cc2OC[C@@H](C)N(C(=O)CC2CC2)C[C@@H]1C	0	-1	-20	0.3	-0.2	-1	1	-0.1
COc1ccc(Cl)cc1NC(=O)CN(C)CC(=O)Nc1ccc(Br)cc1	-8	-13	-5	3.8	2.5	3	nt	0.0
Cc1noc(C)c1S(=O)(=O)N(C)C[C@H]1Oc2c(NC(=O)c3ccc(-c4nccs4)cc3)cccc2C(=O)N([C@H](C)CO)C[C@@H]1C	0	8	2	3.1	-0.1	-17	1	0.2
O=C(C[C@H]1C=C[C@H](NC(=O)Nc2ccccc2)[C@H](CO)O1)NCc1cccc(F)c1	2	14	5	0.3	-0.3	-3	0	-0.4
CC(C)NC(=O)c1cc(C2CCCCN2S(=O)(=O)c2cccs2)on1 (centres undefined)	1	1	-7	1.5	nt	-5	-4	0.0
Cn1c(N)c(S(=O)(=O)NCc2ccccc2)c(=O)n(C)c1=O	0	-4	5	-3.1	-0.1	14	5	-0.1
CCOC(=O)c1ccc(NC(=O)CCc2nnc3ccc(N4CCCC4)nn23)cc1	-4	11	-7	-2.0	nt	8	6	0.0
C[C@H](CO)N1C[C@H](C)[C@@H](CN(C)C(=O)c2ccccc2)Oc2ncc(C#CC3CC3)cc2C1=O	-2	-11	15	-0.4	0.0	-4	-16	0.5
C[C@@H]1CN([C@H](C)CO)S(=O)(=O)c2ccc(-c3cccc(C#N)c3)cc2O[C@@H]1CN(C)C	2	20	-2	nt	0.2	-9	-3	0.0
CC(C#N)Sc1nnc(-c2ccccc2F)n1C1CC1 (centres undefined)	-1	0	-13	-0.4	0.4	-6	7	0.4
CC1CN(C(=S)Nc2ccccc2F)CC(C)O1 (centres undefined)	-4	-7	-11	-2.8	nt	-3	-4	0.0
CSc1nnc(-c2ccccc2SC)o1	-6	-1	0	-0.7	nt	-2	nt	0.1
O=S(=O)(c1ccc(Br)s1)N1CCc2ccccc2C1	1	2	-32	-1.2	nt	-2	-8	nt
CC(C)NC(=O)Nc1ccc2c(c1)C(=O)N([C@H](C)CO)C[C@H](C)[C@H](CN(C)Cc1ccc3c(c1)OCO3)OCCCC[C@H](C)O2	nt	11	nt	-0.5	nt	-12	4	-0.1

# Next section:
Molecule	CASP6 VEID inh	GSIS activator	RAD52 anneal inh	CFTR F508del cor	E-selectin induc	DENV2 CPE	RAD54 inh	XiGFP reactiv
COc1ccc(/C=N/NS(=O)(=O)c2ccc(C)cc2)cc1	1	6	-28	1.8	-0.3	-7	6	0.0
C[C@@H]1CCCCO[C@H](CN(C)C(=O)CCC(F)(F)F)[C@@H](C)CN([C@@H](C)CO)C(=O)c2cc(NS(=O)(=O)c3cn(C)cn3)ccc2O1	2	6	-3	2.3	0.1	14	-5	0.0
Cc1ccccc1OCCC(=O)N(CC(=O)Nc1ccccc1C(F)(F)F)Cc1ccco1	5	-59	-11	-0.9	-0.2	6	-7	0.0
O=C1NC(Cc2ccccc2)c2nc3ccc(Br)cc3c(=O)n2-c2cc(Cl)ccc21 (centres undefined)	6	3	-20	-1.2	0.2	?	nt	0.1
O=C(C[C@@H]1C=C[C@H](NC(=O)c2ccncc2)[C@H](CO)O1)Nc1ccccc1	2	13	-1	-0.4	0.1	-3	nt	-0.1
C[C@@H]1CN([C@H](C)CO)C(=O)c2cccc(NS(=O)(=O)c3ccc(F)cc3)c2O[C@H]1CN(C)Cc1ccc(Cl)c(Cl)c1	-4	-12	0	2.4	-0.1	-8	0	0.0
COc1ccc2c3c([nH]c2c1)[C@@H](CO)N(C(=O)Cc1ccccc1)CC31CCN(C(=O)Cc2ccccc2)CC1	nt	-2	nt	1.0	0.4	6	nt	0.0
CC(C)CCNC(=O)C1CC(c2ccc(C(F)(F)F)cc2)=NO1 (centres undefined)	0	-5	-14	-1.3	-0.1	4	-5	0.0
O=C(Cc1cccc(NC(=O)C2CCCN(C(=O)C3CC3)C2)c1)Nc1ccc(C(=O)N2CCCCC2)cc1 (centres undefined)	-1	-7	7	-3.2	-0.1	-4	4	0.0
COc1ccc2c3c([nH]c2c1)[C@H](CO)N(Cc1ccccc1)CC31CN(C(=O)c2ccccn2)C1	nt	1	nt	-5.6	-0.3	17	nt	0.0
Cc1ccc(C)c(N2CCN(C(=O)CCCCCn3c(=S)[nH]c4ccc(N5CCOCC5)cc4c3=O)CC2)c1	0	17	-4	0.5	nt	-5	0	0.0
COc1ccc(NC(=O)CCNC(=O)c2ccco2)cc1S(=O)(=O)N(C)C	2	2	-14	-2.5	nt	-2	-5	0.0
Cc1csc(NC(=O)CN2CCCCCC2)n1	-3	7	-12	0.6	nt	-6	8	nt
O=C(C1CCCCC1)N1CC(=O)N2[C@@H](CO)[C@@H](c3ccc(-c4ccccc4F)cc3)[C@@H]2C1	0	-12	-17	-3.5	-0.3	-6	nt	0.3
CNC(=O)N/N=C(\N)c1ccccn1	-1	9	-32	0.5	nt	4	-8	0.0

# Other structures follow.
Molecule	CASP6 VEID inh	GSIS activator	RAD52 anneal inh	CFTR F508del cor	E-selectin induc	DENV2 CPE	RAD54 inh	XiGFP reactiv
Cc1cnc(C(=O)Nc2ccc(N3CCCCC3)cc2)cn1	-3	2	-26	-5.2	nt	nt	nt	0.1
CC(C)(C)OC(=O)NCCCCCNC(=O)c1[nH]cnc1C(=O)Nc1cc(Br)ccc1F	-2	-5	-11	1.9	-0.2	4	-4	0.1
CN(CC(=O)NCC1CCCO1)S(=O)(=O)c1ccc2ccccc2c1 (centres undefined)	-1	-12	-5	4.2	0.0	6	4	0.5
O=c1[nH]c(-c2ccccc2)cn1C1CCN(Cc2ccc(-c3nc4ccc(F)cc4nc3-c3ccccc3)cc2)CC1	-1	2	-45	2.7	0.1	33*	nt	-0.1
Clc1nc(NCCc2ccccc2)c2cn[nH]c2n1	0	3	-32	5.7	-0.7	-1	3	0.0
CC12CCC(C(=NO)C1=O)C2(C)C (centres undefined)	-3	18	2	-6.3	1.5	-9	-5	0.0
CN(C)c1ccc(-c2ccnc3c2CC(C)(C(=O)NCC2CC2)O3)cc1 (centres undefined)	5	-1	-12	-0.7	0.0	-10	0	-0.1
Cc1nn(-c2ccccc2)c(C)c1[N+](=O)[O-]	3	19	-12	3.5	2.8	nt	nt	-0.7
COc1cc(CCCN2C(=O)C(=O)NC[C@@H]2C(C)O)cc(OC)c1OC (some centres undefined)	1	14	-4	0.0	0.1	1	-15	0.5
CCCNc1nc(OCC(F)(F)F)nc(OCC(F)(F)F)n1	0	38	-13	2.2	nt	nt	0	nt
O=C(NCC1CC1)[C@@H]1[C@@H](CO)[C@@H]2Cn3c(ccc(-c4cccnc4)c3=O)[C@H]1N2C(=O)C1CCCCC1	-2	0	0	0.7	0.0	-5	-9	0.1
CCCS(=O)(=O)n1nc(-c2ccccc2)cc1N	-3	nt	-16	3.1	0.3	-2	-1	0.0
CC1=CCC2([N+](=O)[O-])CN(CC(=O)O)CC1([N+](=O)[O-])C2 (centres undefined)	2	-1	-8	nt	nt	-4	nt	0.4
O=C(CN(Cc1ccc(F)cc1)C(=O)c1csnn1)NC1CCCC1	2	-8	-4	1.4	nt	-4	3	0.0
CC(C)Cn1c(SC(C)C(=O)Nc2ccc(N3CCOCC3)cc2)nc2ccccc21 (centres undefined)	2	-5	-18	-2.0	nt	4	nt	0.0

# Compounds listed so far containing a thiophene ring, fused or not, in the order listed:
Molecule	CASP6 VEID inh	GSIS activator	RAD52 anneal inh	CFTR F508del cor	E-selectin induc	DENV2 CPE	RAD54 inh	XiGFP reactiv
C[C@@H]1CCCCO[C@H](CN(C)Cc2ccncc2)[C@@H](C)CN([C@H](C)CO)C(=O)c2cc(NS(=O)(=O)c3cccs3)ccc2O1	0	14	3	-3.3	-0.1	-6	13	0.1
CC(C)NC(=O)c1cc(C2CCCCN2S(=O)(=O)c2cccs2)on1 (centres undefined)	1	1	-7	1.5	nt	-5	-4	0.0
O=S(=O)(c1ccc(Br)s1)N1CCc2ccccc2C1	1	2	-32	-1.2	nt	-2	-8	nt

# 3 of these compounds, reformatted.
# Order of values – CASP6 VEID inh	GSIS activator	RAD52 anneal inh	CFTR F508del cor	E-selectin induc	DENV2 CPE	RAD54 inh	XiGFP reactiv
- Cc1nn(-c2ccccc2)c(C)c1[N+](=O)[O-]
→ 3	19	-12	3.5	2.8	nt	nt	-0.7
- COc1cc(CCCN2C(=O)C(=O)NC[C@@H]2C(C)O)cc(OC)c1OC (some centres undefined)
→ 1	14	-4	0.0	0.1	1	-15	0.5
- CCCNc1nc(OCC(F)(F)F)nc(OCC(F)(F)F)n1
→ 0	38	-13	2.2	nt	nt	0	nt

# The listing continues.
Molecule	CASP6 VEID inh	GSIS activator	RAD52 anneal inh	CFTR F508del cor	E-selectin induc	DENV2 CPE	RAD54 inh	XiGFP reactiv
C[C@@H]1CN([C@H](C)CO)S(=O)(=O)c2ccc(C#CC3CCCC3)cc2O[C@@H]1CN(C)C	0	6	31	-3.3	-0.9	-3	-16	0.6
O=C(C[C@H]1C[C@H]2c3cc(NC(=O)NC4CCCCC4)ccc3O[C@H]2[C@@H](CO)O1)NCCc1ccccc1	-2	21	-2	-0.3	-0.3	?	nt	0.0
C[C@@H]1CN([C@@H](C)CO)S(=O)(=O)c2ccc(C#C[C@@H](C)O)cc2O[C@H]1CN(C)C	1	21	2	0.4	-0.5	2	5	0.3
COC(=O)c1ccccc1NC(=O)CCCCCn1nnc2ccccc2c1=O	0	20	-1	-3.0	0.3	-5	5	0.0
O=C(Nc1ccc2c(c1)CCC2)Nc1ccccc1Cl	-3	0	-7	-0.7	nt	-1	2	0.0
CC(=O)c1ccc(NC(=O)C(C)OC(=O)CCN=C2NS(=O)(=O)c3ccccc32)cc1 (centres undefined)	1	30	1	-0.3	-0.1	-3	-13	0.0
COc1ccc(C2CC(=O)C(c3ccc([N+](=O)[O-])cc3)=CN2Cc2ccccc2)cc1 (centres undefined)	-4	14	-396	-0.6	-0.4	-22	nt	0.2
CCOC(=O)c1ccc(NC(=O)CN(C)S(=O)(=O)c2ccc(OC)cc2)cc1	2	-1	-15	nt	nt	nt	-1	nt
O=C(/C=C/c1ccccc1)Nc1cccc(C(=O)NC2CC2)c1	1	4	2	-2.7	0.1	0	-5	0.0
CC(=O)c1c(C)[nH]c(C(=O)Nc2nccs2)c1C	9	-9	-22	-1.3	1.2	7	-1	0.1
CN(CC(=O)NC1CCCCC1)S(=O)(=O)c1ccc2c(c1)c(=O)n(C)c(=O)n2C	1	7	-17	-1.2	nt	3	4	0.1
